Screens deposited in PubChem BioAssay by National Center for Advancing Translational Sciences (NCATS).
ERK EGF block: inhibitors of EGF-stimulated ERK signaling pathway | HEK293-V1b, EGF-stimulated phospho-ERK AlphaScreen | 0.41% of 130,000 active | Potency, µM (highest dose often 11.5 µM), for the others: at the highest dose activity change, negative = inhibition, hits mostly inhibitors; active means well fitted inhibition curve with a large enough effect; inconclusive means small, poorly fitted or top-dose-only effect, or effect the other way;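 further: plate controls were stimulated vehicle wells for no effect and unstimulated vehicle basal for full effect; nearly all actives have a fitted effect of over 55% in size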
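Compounds are titrated over HEK293-V1b cells kept overnight in 1% FBS. After 30 min at 37C, EGF (25 nM final) triggers ERK phosphorylation for 5 min, measured by AlphaScreen in lysates.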
The depositor's hits bear a star; ? = inconclusive; [ ] = another dose, or the depositor's remark. Potency means the concentration at half of the fitted maximal effect. These rows are one share of the data (hit frequency here may not be typical).

ERK EGF block	SMILES
2.3%	CC(/C=C/c1ccccc1)=N\NC(=O)CNC(=O)c1ccccc1Cl
-11.1%	CCOC(=O)c1cccc(COC(=O)c2cccc(-c3nnc(-c4ccccc4)o3)c2)c1
?	CC(C)Cn1c(O)c(N=NC(=O)c2cccc(S(=O)(=O)N3CCCCC3)c2)c2ccccc21
0.1%	C/C(=N\Nc1ccc(F)cc1)c1ccncc1
4.4%	Cc1cc(N2CCN(C)CC2)nc2ccc(NC(=S)NCCCN3CCN(C)CC3)cc12
23.8%	CCCNC(=O)NC1CCCCCCC1
-7.1%	CCOc1ccccc1CN1CCN(Cc2cc3ccccc3[nH]2)CC1CCO (configuration not stated)
3.2%	CCN(CCCNC(=O)CCn1c(=O)[nH]c2ccsc2c1=O)c1ccccc1
-4.4%	CC(Oc1cccc2c1OC(C)(C)C2)C(=O)O (configuration not stated)
-9.5%	CCc1ccc(N/C(N)=N/c2nc(CSc3ccccn3)cc(=O)[nH]2)cc1

The listing continues:
ERK EGF block	SMILES
?	CCc1nc2ccccc2c(C(=O)OCC(=O)Nc2cccc(S(=O)(=O)NC3=NCCCCC3)c2)c1C
5.6%[57.5 µM]	CCN(CC)CC(O)Cn1c(-c2ccccc2Cl)nc2ccccc21 (configuration not stated)
-8.4%[57.5 µM]	Cc1ccc(S(=O)(=O)N2CCCCC2C(=O)Nc2nncs2)cc1 (configuration not stated)
-9.5%	CCOc1ccc(C(=O)N2CCSC2=S)cc1
16.5%	CCCCCCCCCC(=O)N[C@H](CN1CCOCC1)[C@H](O)c1ccccc1
?	Cc1ccc(OCC(=O)Nc2cccc(S(=O)(=O)N3CCCCCC3)c2)c([N+](=O)[O-])n1
5.1%	O=[N+]([O-])c1ccc(O)c(C=Nc2ccc3c(c2)OCCO3)c1
6.1%	CCOC(=O)/C(C#N)=C/c1ccc(OC(=O)c2ccccn2)cc1
-3.3%	CCOC(=O)/C=C(\C)Sc1cc(=O)oc2ccccc12
16.6%	O=C(COC(=O)C1CCN(S(=O)(=O)c2ccccc2C(F)(F)F)CC1)NCc1ccc(F)cc1

Other entries:
ERK EGF block	SMILES
0.6%	O=C(NCc1ccccc1)C(c1ccc(O)cc1)N(C(=O)Cn1nnc(-c2cccs2)n1)c1ccc2c(c1)OCCO2 (configuration not stated)
-9.4%	CNC(=O)NC(=S)NC(=O)c1cccc(Cl)c1
-0.9%	O=C(CNC(=O)c1ccco1)NCC(=O)OC(C(=O)c1ccccc1)c1ccc(Cl)cc1 (configuration not stated)
-4.2%	CCOc1cc(C(=S)N2CCOCC2)ccc1OS(=O)(=O)c1ccccc1
-0.9%	Cc1cc2nccc(-c3ccc(Cl)c([N+](=O)[O-])c3)n2n1
8.2%[57.5 µM]	CC(C)C[C@H](NC(=O)c1[nH]cnc1C(=O)N[C@@H](C)C(=O)OC(C)(C)C)C(=O)OCc1ccccc1
-0.5%	CS(=O)(=O)N1CCC(CO)(Cc2ccccc2C(F)(F)F)CC1
-14.7%	O=C(NNC(=S)NCc1ccco1)C(c1ccccc1)c1ccccc1
-9.4%	CC1CCc2onc(C(=O)NCc3ccco3)c2C1 (configuration not stated)
-3.2%	COc1ccc(CNC(=O)COC(=O)CCc2nc3ccccc3c(=O)[nH]2)cc1

(listing goes on)
ERK EGF block	SMILES
0.6%	COc1ccc(/C=C2\CCCC3C2=NN(C(=O)CSc2ncn[nH]2)C3c2ccc(OC)cc2)cc1 (configuration not stated)
-4.3%	Cc1c(NC(=O)c2ccc(-c3ccc([N+](=O)[O-])cc3Cl)o2)c(=O)n(-c2ccccc2)n1C
2.8%	Cn1c(O)c(N=Nc2nc(-c3ccccc3)cs2)c2ccccc21
-14.1%[57.5 µM]	Cc1ccc(-n2cc(CN3CCN(C(=O)c4ncn[nH]4)CC3)c(-c3ccc(F)cc3)n2)cc1
2.8%	O=C(CSc1nnc2n1CCCN2C(=S)Nc1ccc(Cl)cc1)c1ccccc1
1.9%	NC(=O)COC(=O)c1ccccc1Oc1ccccc1
?	COc1ccccc1Oc1ccc(Oc2ccccc2OC)cc1
35.3%	Cc1ccc(C(C)C)cc2c(C)ccc1-2
?	COc1cc(OC)cc(C(=O)NCC(=O)OCC(=O)/C=C2/N(C)c3ccccc3C2(C)C)c1
-9.2%	COc1ccccc1N1CCN(CC(O)COc2ccc3c(C)cc(=O)oc3c2)CC1 (configuration not stated)

Sorted by formula weight (high to low): some entries from above
ERK EGF block	SMILES
0.6%	O=C(NCc1ccccc1)C(c1ccc(O)cc1)N(C(=O)Cn1nnc(-c2cccs2)n1)c1ccc2c(c1)OCCO2 (configuration not stated)
0.6%	COc1ccc(/C=C2\CCCC3C2=NN(C(=O)CSc2ncn[nH]2)C3c2ccc(OC)cc2)cc1 (configuration not stated)
8.2%[57.5 µM]	CC(C)C[C@H](NC(=O)c1[nH]cnc1C(=O)N[C@@H](C)C(=O)OC(C)(C)C)C(=O)OCc1ccccc1
-7.1%	CCOc1ccccc1CN1CCN(Cc2cc3ccccc3[nH]2)CC1CCO (configuration not stated)
2.8%	Cn1c(O)c(N=Nc2nc(-c3ccccc3)cs2)c2ccccc21
35.3%	Cc1ccc(C(C)C)cc2c(C)ccc1-2

More entries follow.
ERK EGF block	SMILES
-19.6%[57.5 µM]	CC(C)OC1(c2ccccc2)OC(=O)c2ccccc21 (configuration not stated)
-6.6%	O=C(CCc1ccccc1)NNC(=O)Nc1ccccc1
-6.1%	COc1cccc(NC(=S)Nc2cccnc2)c1
5.5%[57.5 µM]	Cc1cccc2cn[nH]c12
-1.3%[57.5 µM]	Clc1ccc(C[n+]2cc(-c3ccc(Cl)cc3)n3c2CCC3)cc1
6.2%	COc1cc(N/N=C(\C)c2ccc(O)c(C)c2)nc(-c2ccccc2)n1
-12.3%	C/C(=N\NC(=O)CCC(=O)Nc1ccccc1)c1cccs1
0.8%	O=C(O)C1CCN(C(=O)Cc2ccccc2)CC1
-0.9%	COc1ccc(NC(=O)N2CCCC3(CCN(C(=O)c4cc(C(F)(F)F)cc(C(F)(F)F)c4)CC3)C2)cc1
1.6%	CC1=CN2C(=NC(=O)CC2(C)C(=O)N(CC(=O)NC2CCCC2)c2ccccc2C)C=C1 (configuration not stated)

Additional records:
ERK EGF block	SMILES
0.5%	O=c1cc2c(nn1Cc1ccc(F)cc1)-c1ccccc1CC2
2.5%	CCOc1cc(CNCCN2CCOCC2)ccc1OCc1ccccc1Cl
-0.4%	COc1ccc(C(=O)n2nnc3ccccc32)cc1OC
-0.2%	Cn1nnnc1NCc1ccc(Cl)c(Cl)c1
0.2%	CCOCCn1c(=NC(=O)/C=C/c2ccccc2Cl)sc2cc(NC(C)=O)ccc21
1.8%	COC(=O)c1c(-c2cc(C)ccc2C)csc1NC(=O)C1CC=CCC1C(=O)O (configuration not stated)
-1.3%	N#Cc1cc2cc3ccccc3nc2n2c(=O)c3ccccc3nc12
-2.6%	COCCNC(=S)N(Cc1cccnc1)Cc1ccc(OC)c(OC)c1
-12.4%[57.5 µM]	COc1cc(/C=C/C(=O)O)cc(S(=O)(=O)Nc2ccc3nc(C)sc3c2)c1OC
8.7%	O=C(CN1CCc2ccccc21)NCc1ccc2c(c1)OCO2

(listing goes on)
ERK EGF block	SMILES
13.7%	CCCC[C@H]1C[C@@H]1[C@@H]1N(C(C)=O)[C@H](c2cccc(OC)c2)CC12CC2
-8.5%	COc1c2c(cc3c1C(c1c(O)c4ccccc4oc1=O)N(C)CC3)OCO2 (configuration not stated)
11.7%[57.5 µM]	O=C(Nc1ccccc1)N1CCN(C2c3ccccc3-c3ccccc32)CC1
5.6%	CC(OC(=O)c1ccccc1N1C(=O)C2C3CCC(C3)C2C1=O)C(=O)c1ccccc1 (configuration not stated)
-1.6%	Cc1cc(Br)c(OCc2ccc(C(=O)N/N=C3\CC4CC=CC34)cc2)c(Br)c1 (configuration not stated)
?	Cc1ccc(CN2CCCC(CO)(Cc3ccccc3C)C2)s1 (configuration not stated)
6.2%	Nn1cnc2c([nH]c3ccccc32)c1=O
-6.7%[57.5 µM]	CCOC(=O)/C(=C\c1ccccc1)NC(=O)c1ccccc1
7.3%	CC(=O)N1CCN(c2ccc(S(=O)(=O)N3CCCCC3)cn2)CC1
7.4%[57.5 µM]	O=C(NNS(=O)(=O)c1ccc(C(F)(F)F)cc1)c1cnn(-c2ccccc2)c1C(F)(F)F

Given as labelled records: 2 of the compounds above
> COc1c2c(cc3c1C(c1c(O)c4ccccc4oc1=O)N(C)CC3)OCO2 (configuration not stated)
  ERK EGF block: -8.5%
> O=C(NNS(=O)(=O)c1ccc(C(F)(F)F)cc1)c1cnn(-c2ccccc2)c1C(F)(F)F
  ERK EGF block: 7.4%[57.5 µM]

Further structures follow:
ERK EGF block	SMILES
-1.8%	CCOCCCNC(=O)C(c1ccc(Cl)cc1)N(Cc1ccc2c(c1)OCO2)C(=O)CNC(C)=O (configuration not stated)
-1.4%	Cc1c(C(=O)N2CCCCC2)sc(NC(=O)c2ccco2)c1C#N
-3.6%[57.5 µM]	c1ccc(-c2ccc3c(c2)NC(C2Nc4cc(-c5ccccc5)ccc4O2)O3)cc1 (configuration not stated)
-2.9%	O=Cc1ccc(N2CCCC2)o1
-3.2%	COc1cc(C(=O)NCc2nnc(SCC(=O)Nc3nccs3)o2)cc(OC)c1OC
?	COc1ccnc(Oc2ccc(Cl)cc2)c1C#N
5.4%	O=c1cnnc(N/N=C/C2CC=CCC2)[nH]1 (configuration not stated)
0.9%	CC1(C)CC(=O)C2=C(C1)OC(c1ccc(O)cc1)C(C#N)=C2N (configuration not stated)
-12.1%	O=C(O)CC1S/C(=N/N=C/c2ccc([N+](=O)[O-])cc2)N(c2ccc(O)cc2)C1=O (configuration not stated)
8.3%[57.5 µM]	O=C(/C=C/c1ccc(F)cc1)Nc1ccc2[nH]c(=O)[nH]c2c1

Continuation:
ERK EGF block	SMILES
-0.5%	Cc1ccc(N2C(=O)C(CC(=O)Nc3cccc(F)c3)N(C3CC3)C2=O)cc1 (configuration not stated)
-1.9%[57.5 µM]	CCOC(=O)N/N=C1\CCS(=O)(=O)c2ccc(Cl)cc21
5.2%	Cc1ccc(NC(=O)COC(=O)c2cc(Cl)ccc2[N+](=O)[O-])cc1
3.9%[57.5 µM]	Cc1c(NC(=O)Nc2ccccc2Cl)c(=O)n(-c2ccccc2)n1C
19.3%	COc1ccccc1N(CC(=O)Nc1ccc(S(=O)(=O)N2CCCCC2)cc1)S(C)(=O)=O
5.5%	COc1ccc(-c2csc(CCn3nc(C)cc3C)n2)cc1OC
0.5%	Cc1ccc(S(=O)(=O)N(CC(=O)NN=C2CCN(C)CC2)c2ccc(C(C)C)cc2)cc1
1.6%	C[C@@H]1NC(=O)[C@H](CCC(N)=O)NC(=O)c2cc([N+](=O)[O-])cc(I)c2NCC[C@@H](C(N)=O)NC1=O
-0.1%	NC(=S)N/N=C/c1cccc(O)c1O
-8.7%[57.5 µM]	C/C(=N\NS(=O)(=O)c1ccc(C)c([N+](=O)[O-])c1)c1ccc2c(c1)OCO2

Following part:
ERK EGF block	SMILES
-1.9%	Cc1ccc(C)c(OCC(=O)N2CCN(C(=O)c3ccco3)CC2)c1
2.0%	O=C(N/C(=C/C=C/c1ccccc1)C(=O)N1CCOCC1)c1ccccc1Br
20.3%	CC(=O)c1cc2c(cc1O)OC(C)(C)C=C2
6.8%[57.5 µM]	NC(=O)N/N=C/c1ccc2cccc(OCc3ccccc3)c2n1
17.6%	CC(=O)SCC[N+](C)(C)C
-9.2%[57.5 µM]	CC(=O)C1C(c2cccc(F)c2)c2c(n[nH]c2C)CC1(C)O (configuration not stated)
2.1%	CC(=O)Nc1ccc(NC(=O)COC(=O)CCc2nc3ccccc3s2)cc1
-0.8%	CC(C)NC(=O)CN1CCC(c2ccccc2)C(O)C1 (configuration not stated)
6.5%[57.5 µM]	O=S(=O)(NCc1ccccc1)c1cccc2nsnc12
0.3%	COc1ccc(Cc2c(O)nc(SCC(=O)NC(C)(C)C)[nH]c2=O)cc1

Remaining list, next part
ERK EGF block	SMILES
-5.9%	O=C(Nc1ccccc1)c1ccccc1N=Cc1cccc(O)c1
6.3%	COc1ccc(/C(N)=N/OC(=O)Oc2ccccc2)cc1OC
-5.3%	O=C(CN1C(=O)/C(=C/c2ccccc2F)Oc2ccccc21)N1CCN(c2ccccn2)CC1
0.1%[57.5 µM]	COc1ccc(NC(=O)COC(=O)Cn2cnc3ccccc3c2=O)cc1OC
25.1µM*	Brc1ccc(Nc2c3c(nc4ncnn24)CCC3)cc1
7.4%	COc1ccc(NC(=O)COc2ccc(C(=O)OCC(=O)N(C)C3CCS(=O)(=O)C3)cc2OC)cc1 (configuration not stated)
-5.6%[57.5 µM]	CCOC(=O)C1=C(O)/C(=C/c2cc(C)n(-c3ccccc3)c2C)N=C1C
2.5%[57.5 µM]	Cc1nc2oc3c(=O)[nH]cnc3c2c2c1COC(C)(C)C2
5.1%	O=C(COC(=O)CNC(=O)c1ccccc1F)NCCC1=CCCCC1
-1.5%	C/C(=N/NC(=O)c1ccc2c(c1)OCO2)c1ccc(NC(=O)C(F)(F)F)cc1

Later entries:
ERK EGF block	SMILES
-1.0%	CCCC(=O)Oc1ccc(-c2nccc(C(OC)OC)n2)cc1
?	O=C(NN1C(=O)/C(=C\c2ccc(O)c([N+](=O)[O-])c2)SC1=S)c1ccccc1Cl
5.9%[57.5 µM]	CCn1c(SCC(=O)N/N=C/c2ccccc2OCC(=O)O)nnc1-c1ccc(C)cc1
26.0%	CC1=C(C(=O)Nc2cccc(C)c2C)C(c2cccs2)NC(=S)N1 (configuration not stated)
5.5%	NC(=O)/C(=C\c1ccccc1)NC(=O)/C=C/c1ccccc1
-13.1%	COc1ccccc1-n1c(SCC(=O)Nc2nnc(C)s2)nc2c(c1=O)SCC2
?	Nc1cnc(Nc2ccc(Br)cc2)nc1N
6.8%	O=C(Nc1ccc(-c2ccc3nncn3n2)cc1)c1ccc(Br)o1
-2.6%	Cc1ccccc1C1NC(=S)NC2=C1C(=O)CCC2 (configuration not stated)
-3.4%[57.5 µM]	CCC(=O)Nc1ccc(C(=O)Cn2ncc(Cl)c(Cl)c2=O)cc1
